Insulin prom inh: TRM-6 insulin promoter activity inhibition; 0.9% of 130,000 active; inhibition, % at 2 µM; TRM-6 cells (human fetal islet line), insulin promoter-eGFP reporter, imaging; reporter expression induced with tamoxifen; AID 1273;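 active = inhibition above the mean plus 3 SD, with well images judged a real hit on visual review, cut at about 60% in these data, passing the limit was not always enough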
sdo1 growth: sdo1-depleted yeast growth rescue; S. cerevisiae sdo1-depleted JHY4D growth rescue, OD600 30 h; stronger effect = higher value; pdr5 snq2 efflux-pump mutant strain; z-score at 10 µM; 0.21% of 140,000 active;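 active = z-score above 3 at both the 24 hr and the 30 hr optical density reads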;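 note: z-score against mean and SD of all compound wells on the same plate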
sdo1 growth Rescue 24 h: second read-out of sdo1 growth, no call of its own (marks repeat the call); z-score; S. cerevisiae sdo1-depleted JHY4D growth rescue, OD600; measured here: growth rescue at 24 h;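 0 is the plate mean of compound wells and units are plate SD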
An asterisk follows results filed as active; · = not tested or not shown. Only part of the results is shown. The share of hits here may be higher or lower than overall.

SMILES	Insulin prom inh	sdo1 growth	sdo1 growth Rescue 24 h
Cc1ccc(OS(=O)Nc2cccc3nccnc23)cc1 (stereo unspecified)	-9	0.84	0.89
Cc1csc2nc(CNC(=O)C3CCCCC3)cn12	·	-0.07	0.36
Cc1cccc(C)c1N1CCN(S(=O)(=O)N2CCCCC2)CC1	-12	·	·
CCN(CC)S(=O)(=O)c1ccc(Cl)c(C(=O)NCc2ccccc2Cl)c1	-53	-0.88	-0.46
Cc1ccc(-n2cnc3sc(C)c(C)c3c2=O)cc1	41	·	·
OCc1cn(-c2ccccc2)nc1-c1ccc2c(c1)OCCO2	24	0.57	1
c1ccc(CNc2nc3ccccc3n3cnnc23)nc1	·	-0.33	0.58
CCN(CC)c1ccc(N=Cc2ccc(N(CC)CC)cc2O)cc1	43	-0.27	-0.62
c1ccc2sc(NC3=NCN(Cc4ccc5c(c4)OCO5)CN3)nc2c1	-5	-2.2	-1.4
Cc1ccc(NC(=O)CC2COc3ccccc3O2)cc1 (stereo unspecified)	11	-0.64	-0.93
Cc1ccc(OCC(=O)Nc2ccc([N+](=O)[O-])cn2)cc1C	23	·	·
CCc1nc(C)cn1S(=O)(=O)c1cc(C)c(OC)cc1C	·	-0.41	-0.61
CCC(=O)Nc1ccc(C(=O)N/N=C/c2c(C)[nH]c3ccccc23)cc1	-28	·	·
O=C(CS(=O)(=O)c1ccc(Cl)c(Cl)c1)Nc1ccccc1Cl	19	-1.6	-1.2
C(=N\n1cnnc1)/c1cccc2ccccc12	30	0.36	-0.43

Results in sdo1 growth Rescue 24 h and Insulin prom inh, for some of the entries so far:
structure | sdo1 growth Rescue 24 h | Insulin prom inh
O=C(CS(=O)(=O)c1ccc(Cl)c(Cl)c1)Nc1ccccc1Cl | -1.2 | 19
Cc1ccc(OCC(=O)Nc2ccc([N+](=O)[O-])cn2)cc1C | · | 23

Following part
SMILES	Insulin prom inh	sdo1 growth	sdo1 growth Rescue 24 h
CCC(C)NC(=O)C1CCCN(C(=O)Nc2ccc(F)cc2)C1 (stereo unspecified)	21	1.4	1.2
COc1ccc(S(=O)(=O)Nc2ccccc2C(N)=O)cc1OC	27	·	·
CCOc1ccc2nc(NC(=O)CSc3nc(SC)ns3)sc2c1	8	-1	0.07
c1cc(N2CCCC2)ccc1C(c1nnnn1C1CCCCC1)N1CCOCC1 (stereo unspecified)	-3	0.07	-0.04
COCCCNc1ncnc2c1[nH]c1ccccc12	-5	0.94	0.85
COc1cccc(C(=O)NCC(=O)OCC(=O)C(C)(C)C)c1	·	0.18	-0.57
Cc1ccc(SC(C)C(=O)Nc2c(C)n(C)n(-c3ccccc3)c2=O)cc1 (stereo unspecified)	·	0.3	-0.25
Cc1cccc(C(=O)N(C)c2nnc(-c3ccncc3)s2)c1	46	·	·
COc1cccc(/C=N/Nc2ncnc3scc(-c4ccccc4)c23)c1O	21	-1.6	0.55
CC1(C)CCCC2=C1CC1C(=O)N(Cc3cccnc3)C(=O)C1C2 (stereo unspecified)	·	-0.73	-0.64
CCN(CC)c1ccc(NC(=O)CCS(=O)(=O)c2cccc3nsnc23)c(C)c1	-7	·	·
COC(=O)c1ccc(NC(=O)C(=O)N2CCCC2)cc1	0	0.02	-0.5
Cc1ccsc1/C=N/NC(=O)c1ccncc1	19	·	·
O=C(c1cccnc1)N1c2ccccc2Sc2ccccc21	12	·	·
O=C(CNCc1ccco1)Nc1ccccc1-n1cccc1	-14	1.9	2.9
CCOC(=O)c1sc(NC(=O)c2ccc(S(=O)(=O)N3CCCCC3)cc2)nc1-c1ccccc1	32	-0.08	0.13
CCOC(=O)C(C(=O)OCC)C(Nc1ccc(Br)cc1)c1ccccc1 (stereo unspecified)	36	0.42	-0.04
Cc1cc(C2N=C(N)Nc3nc4ccccc4n32)c(C)n1-c1ccccc1Cl (stereo unspecified)	10	-1.1	-0.52
Cc1ccccc1NC(=O)c1c(C)[nH]c(=S)c(C#N)c1-c1ccco1	·	0.49	-0.33
CC(=O)Nc1ccc(S(=O)(=O)N2CCN=C2SCc2cccnc2)cc1	8	·	·
Cc1ccc(C(=O)N/C(=C\c2sccc2C)C(=O)NCc2ccncc2)cc1	37	0.36	-0.2
COc1ccc(N2CCN(Cc3nc(N)nc(Nc4ccc(C)c(Cl)c4)n3)CC2)cc1	·	-2.2	-1.2
O=C(Nc1ccc2oc(-c3ccccc3F)nc2c1)c1cncc(Br)c1	13	-0.98	0.53
Cc1cc(C)n(-c2nc3ccccc3nc2N2CCCCCC2)n1	·	-1.6	-0.02
COc1cc(-n2c(C)nc3cc(C(=O)O)ccc32)cc(OC)c1OC	-59	·	·
COc1c2c(nc3occc13)C(CCC(C)(C)O)(OC)C(O)CC2 (stereo unspecified)	21	0.85	0.55
Cc1cccc(NC(=O)c2sccc2-n2cccc2)c1C	-56	0.44	1.1
Cc1nn2c3cc(N4CCOCC4)ccc3nc2c2ccccc12	-64	·	·
COc1ccc(-c2onc3ccc(Cl)cc23)cc1	-11	-0.15	-0.12
C(=N\N1CCOCC1)/c1cn(-c2ccccc2)nc1-c1ccccc1	43	·	·

Part of the list above in a different format.
Below each compound: Insulin prom inh, sdo1 growth, sdo1 growth Rescue 24 h
Cc1ccccc1NC(=O)c1c(C)[nH]c(=S)c(C#N)c1-c1ccco1
  ·, 0.49, -0.33
COc1cc(-n2c(C)nc3cc(C(=O)O)ccc32)cc(OC)c1OC
  -59, ·, ·
Cc1nn2c3cc(N4CCOCC4)ccc3nc2c2ccccc12
  -64, ·, ·

The list goes on:
SMILES	Insulin prom inh	sdo1 growth	sdo1 growth Rescue 24 h
CCOC(=O)c1ccc(Oc2nc(NC)nc(OC)n2)cc1	-52	0.41	0.39
Cc1ccccc1N1C(=O)c2ccccc2NC1c1ccncc1 (stereo unspecified)	-75	-0.24	-0.61
O=C(Nc1ccc(S(=O)(=O)NCc2ccccc2)cc1)c1ccccc1[N+](=O)[O-]	-32	1.1	1
CCCC1C(C#N)=C(N)Oc2cc(C)n(C)c(=O)c21 (stereo unspecified)	10	0.89	1.1
Cc1cccn2c(=O)c3cc(C(=O)NCC4CCCO4)c(=N)n(CCN4CCOCC4)c3nc12 (stereo unspecified)	-17	-0.13	0.24
O=C(CN1CCCCC1)Nc1cccc2c1OCO2	3	0.1	-0.51
O=C(c1cc2ccccc2o1)N1CCN(S(=O)(=O)/C=C/c2ccccc2)CC1	7	·	·
CCOC(=O)N1CCN(C(=O)c2ccc3c(=O)n(CC4CCCO4)c(=S)[nH]c3c2)CC1 (stereo unspecified)	30	-0.28	-0.47
Nc1nonc1C(=O)NCCNc1ncccc1[N+](=O)[O-]	18	·	·
COC(=O)c1c(C)oc2ccc(N(C(=O)c3ccncc3)S(=O)(=O)c3ccccc3)cc12	-10	-0.99	-0.99
COc1ccc(CNC(=O)COC(=O)C2=COCCO2)cc1	0	0.96	-0.19
CC(=O)c1cccc(-n2nnnc2SCC(=O)NNC(=O)C(C)C)c1	0	·	·
C=CCNc1nc(NC(C)(C)CO)nc(OCC)n1	·	0.29	0.15
Cc1ccc(C(c2nnnn2CCC(C)C)N2CCN(C)CC2)cc1 (stereo unspecified)	-13	0.92	1.5
CC(=O)c1c(C(C)=O)c(C)n(NC(=O)c2ccccc2O)c1C	·	0.93	1.2

Single values from the entries so far:
sdo1 growth Rescue 24 h result of `Cc1cc(C)n(-c2nc3ccccc3nc2N2CCCCCC2)n1` stands at -0.02
Insulin prom inh result of `Cc1cccc(C(=O)N(C)c2nnc(-c3ccncc3)s2)c1` stands at 46

Returning to the listing, repeating the 7 entries before the break.
SMILES	Insulin prom inh	sdo1 growth	sdo1 growth Rescue 24 h
Nc1nonc1C(=O)NCCNc1ncccc1[N+](=O)[O-]	18	·	·
COC(=O)c1c(C)oc2ccc(N(C(=O)c3ccncc3)S(=O)(=O)c3ccccc3)cc12	-10	-0.99	-0.99
COc1ccc(CNC(=O)COC(=O)C2=COCCO2)cc1	0	0.96	-0.19
CC(=O)c1cccc(-n2nnnc2SCC(=O)NNC(=O)C(C)C)c1	0	·	·
C=CCNc1nc(NC(C)(C)CO)nc(OCC)n1	·	0.29	0.15
Cc1ccc(C(c2nnnn2CCC(C)C)N2CCN(C)CC2)cc1 (stereo unspecified)	-13	0.92	1.5
CC(=O)c1c(C(C)=O)c(C)n(NC(=O)c2ccccc2O)c1C	·	0.93	1.2
CCN(CC)CCC(=O)NC(C)(C)Cc1ccc(O)cc1	57	-0.58	-1.1
O=C(NC(Cc1c[nH]c2ccccc12)C(=O)NCc1ccc(F)cc1)OCc1ccccc1 (stereo unspecified)	-44	-0.1	-0.15
O=C(CN1CCN(Cc2ccc(F)cc2)C1=O)NC1CCCC1	-456	·	·
COc1cc2[nH]c(=S)nc(NC3CCCCCC3)c2cc1OC	-53	·	·
COc1cc(-c2cc(N)n(S(=O)(=O)c3ccccc3)n2)cc(OC)c1OC	·	-0.84	-1
Cc1cc(C)c(S(=O)(=O)N2CCOCC2)cc1C	-5	·	·
CC(C)C(C(=O)Nc1ccc2c(c1)OCCO2)N1C(=O)c2ccccc2C1=O (stereo unspecified)	46	-0.09	-0.46
CCCCNC(=O)Cn1cnc2c(cnn2-c2ccc(C)c(C)c2)c1=O	29	-0.44	-0.41
c1ccc(C2Nc3ccccc3Oc3ccccc32)cc1 (stereo unspecified)	10	-1.7	-1.1
O=C(NN1CCCCC1)c1cccc(COc2ccc(Cl)cc2)c1	-31	0.29	0.02
COc1cc2ccccc2c2c1CCCC2=O	6	-0.16	-0.3
Cc1ccc(C)c(N2CCN(C(=O)c3csc(C)c3C)CC2)c1	-41	-0.83	-0.78
COC(=O)c1ccccc1NC(=O)CSc1nnc(COc2cccc(OC)c2)n1C	-32	-1.1	-0.37
O=C(OCc1ccc(Cl)cc1)c1cccnc1Cl	-40	·	·
Cc1ccc(S(=O)(=O)CCC(=O)Nc2ccc3c(c2)OCO3)cc1	-34	0.64	0.51
COc1cc(/C=N\NC(=O)c2ccc(C)nc2)ccc1OC(=O)c1ccco1	57	1.3	0.06
CCOc1cc(C2NC(=O)NC(C)=C2C(=O)OC(C)CC)cc(Br)c1O (stereo unspecified)	·	-0.05	-0.54
COn1c(SCc2ccccc2)nc2ccccc2c1=O	-3	-0.61	0.2
CCOC(=O)/C=C1\Nc2ccccc2SC1=O	-10	1.6	0.45
CCOC(=O)c1sc(NC(=S)NC(=O)c2cccc(Cl)c2)c(C(=O)OCC)c1C	-48	-0.35	-1.3
Cc1c(C2Nc3ccccc3NC3=C2C(=O)CC(C)(C)C3)cnn1C (stereo unspecified)	-147	-0.9	-0.6
O=C1CN2C(=N1)N(Cc1ccccc1)c1ccccc12	-47	2.1	1.2
Cc1nc2ccccc2cc1C(=O)N/N=C/c1ccco1	-19	-0.42	-1
O=C(CS(=O)c1cccc(C(F)(F)F)c1)Nc1ccccc1Cl (stereo unspecified)	-50	0.32	-0.58
CCOc1ccc(N(Cc2cc3ccc(C)cc3[nH]c2=O)S(C)(=O)=O)cc1	-21	0.38	0.66
COCCn1c(SCC(N)=O)nnc1-c1c[nH]c2ccccc12	·	-0.49	-0.81
COc1ccccc1-c1coc2cc(O)cc(O)c2c1=O	11	-0.38	0.94
CCC(Oc1cc(Cl)ccc1Cl)C(=O)NNC(=O)CCC(=O)O (stereo unspecified)	-6	1.1	-0.2
CCCSc1nnc(NC(=O)c2ccco2)s1	42	·	·
CC(C)(C)n1ncc2c(=O)n(CC(=O)N3CCCCC3)cnc21	21	·	·
FC(F)(F)c1ccc2c(c1)[nH]c(=S)n2C1CC1	0	·	·
Oc1oc(-c2ccccc2)nc1C=NCc1ccccc1	-3	-1.7	-1.3
Cc1ccc(C(=O)c2cnc3cc4c(cc3c2S(=O)(=O)c2ccccc2)OCCO4)cc1	16	-0.62	-0.85
O=C1CC(SCc2nc3ccccc3[nH]2)C(=O)N1c1cccc(Cl)c1 (stereo unspecified)	8	-0.28	-0.04
O=C(c1ccc(Br)o1)N1CCN=C1SCc1cccnc1	·	0.37	-0.1
COc1ccc(Cl)cc1NC(=O)C(=O)NCc1ccncc1	12	·	·
CCN(CC)c1ccc(/C=N/NS(=O)(=O)c2ccc(C)c([N+](=O)[O-])c2)cc1	·	-0.56	-0.39
Cc1ccc2nc(NC(=O)CCCc3nc4ccccc4s3)sc2c1	23	-1.8	-1.1
CCCCCOc1ccc(C2C(C(C)=O)=C(C)Nc3ncnn32)cc1OC (stereo unspecified)	·	-0.37	-0.56
CN(C)C(=O)Nc1cnc2ccccc2c1	45	0.72	-0.07
Cn1c(=O)n(C)c2cc(S(=O)(=O)NCc3ccco3)ccc21	22	0.05	-0.03
O=c1cccc2n1Cc1cc3ccccc3nc1-2	33	-0.07	-0.29
CC(=O)Nc1ccc(NC(=O)CCn2nnc3ccccc32)cc1	15	·	·
COC(=O)c1ccc(OCCn2cnc3ccccc3c2=O)cc1	·	-1.2	-1.4
COC(=O)c1c(NC(=O)c2cnccn2)sc2c1CCC2	11	-0.39	0.03
COc1ccc(NC(=O)CN2C(=O)C(c3ccccc3)=NC23CCCCCC3)cc1	·	-1.1	-0.77
COC(=O)c1ccc(CSc2nc3c(c(=O)n2-c2ccccc2)SCC3)o1	-20	-0.54	-0.27
CC(c1ccccc1)N(NC(=O)C(O)(c1ccccc1)c1ccccc1)C(=O)c1ccccc1 (stereo unspecified)	-162	-0.68	-0.12
CN(C)c1cccc(C(=O)Nc2cc(C(F)(F)F)ccc2-n2cnc3ccccc32)c1	·	-0.44	-0.2
Cc1nn(-c2ccccc2)c2sc(-c3n[nH]c(=S)o3)cc12	·	0.01	0.49
Cc1nn(CC(=O)OCC(=O)Nc2ccccc2[N+](=O)[O-])c(C)c1[N+](=O)[O-]	-4	1.7	0.19
CCOC(=O)n1c(=O)n(C)c2ccc(Cl)cc21	56	·	·
